N-glyco inh – increase of ERlucT glycosylation luciferase signal, primary screen, N-linked glycosylation inhibitor project, D54 ERlucT cells, luminescence, set 2; D54 ERlucT glycosylation luciferase reporter, 24 h; percent of 100 nM tunicamycin response; reporter increase, % at 12.5 µM; 360,000 compounds, 0.23% hits;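 active = mean luciferase reporter signal, scaled so untreated is 0 and the glycosylation-blocking control 100, at or above a set limit in every replicate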;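 also: luciferase carries N-glycosylation sites so blocking glycosylation raises the light; 0% = median of neutral control wells and 100% = median of 100 nM tunicamycin wells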
CaV13 FRET inh – Primary screen for inhibitors of IQ motif and Ca2+-dependent inactivation inhibitor domain binding in CACNA1D, Förster resonance energy transfer in living cells, …. HEK cells, CFP/YFP FRET ICDI-IQ, plate reader, 10 min; percent FRET-ratio fall versus neutral wells. inhibition, % at 12.3 µM. 340,000 compounds, 0.098% hits. AID 743397;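 active = mean replicate inhibition of at least 30% and at least 1% of replicates passing that level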;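 also: 0% = median of the neutral control wells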
hiPSC survival – enhancers of single-cell hiPSC survival, primary screen, ATPlite luminescence. 100% = ROCK inhibitor wells, 0% = DMSO. survival enhancement, % at 20 µM. 360,000 compounds, 0.044% hits; in the data active = survival enhancement above about 18%;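 also: cells exposed to compounds for 16 hours before the ATP read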
Vif imaging – HIV Vif self-association inhibitors, primary screen, imaging, HEK293T, single point | HEK293T cells, Vif self-association by quenched fluorescence, 24 h | inhibition, % at 7.49 µM | AID 602346, 2012 | 340,000 compounds, 0.35% hits; in the data active = inhibition above about 50%, passing the limit was not always enough; also: some results filed as inactive read as strong as hits
aDG glyco act – activators of alpha-DG glycosylation, primary screen, uHTS, Pro5-aDG cells, AlphaScreen. AID 624168, 2012. 360,000 compounds, 0.22% hits. alpha-DG glycosylation AlphaScreen (IIH6); 0% Pro5, 100% B10-LARGE cell signal. activation, % at 10 µM;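 active = activation of at least 8% versus controls, or a plate z-score of at least 8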;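 also: Pro5 are CHO cells carrying HIG-tagged alpha-DG that lacks glycosylation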
Cardio protect – cardioprotection against H2O2-induced cell death, primary screen, uHTS, H9c2 cells, ATPLite luminescence | 360,000 compounds, 0.63% hits | H9c2 cardiomyocytes, H2O2 injury protection, 2 h | protection from H2O2 cell death, % at 20 µM;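 active = compounds giving at least 50% protection of heart cells from peroxide-induced death in the single-dose screen, raw or plate-pattern-corrected value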;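 also: 0% = DMSO wells with peroxide and 100% = DMSO wells without peroxide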
Exocytosis inh – LAMP-1 surface exposure blockers, TALL-104 cells – cell-based, flow cytometry, MLPCN library, primary screen. TALL-104 LAMP-1 surface exposure; cells stimulated with thapsigargin and PMA. inhibition, % at 10 µM. 360,000 compounds, 0.66% hits;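 active = inhibition above about 55%, limit read from the data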
ABCB6 inh 2 – ABCB6 transporter inhibitors, primary screen, K562-ABCB6 cells, flow cytometry, MLPCN library | ATP-binding cassette sub-family B member 6 (Homo sapiens), Q9NP58 | K562-ABCB6 porphyrin accumulation, 1 h; active compounds read low | fluorescence ratio to DMSO, % at 10 µM | 360,000 compounds, 0.19% hits | AID 602162, 2011;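 active = fluorescence ratio to DMSO below 75%, the collection mean minus 3 SD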;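 also: signal is porphyrin accumulated inside mitochondria; 100% equals median channel fluorescence of DMSO control wells; lower ratio means ABCB6 inhibition with less porphyrin fluorescence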
Target sequence (Q9NP58 whole entry, looked up): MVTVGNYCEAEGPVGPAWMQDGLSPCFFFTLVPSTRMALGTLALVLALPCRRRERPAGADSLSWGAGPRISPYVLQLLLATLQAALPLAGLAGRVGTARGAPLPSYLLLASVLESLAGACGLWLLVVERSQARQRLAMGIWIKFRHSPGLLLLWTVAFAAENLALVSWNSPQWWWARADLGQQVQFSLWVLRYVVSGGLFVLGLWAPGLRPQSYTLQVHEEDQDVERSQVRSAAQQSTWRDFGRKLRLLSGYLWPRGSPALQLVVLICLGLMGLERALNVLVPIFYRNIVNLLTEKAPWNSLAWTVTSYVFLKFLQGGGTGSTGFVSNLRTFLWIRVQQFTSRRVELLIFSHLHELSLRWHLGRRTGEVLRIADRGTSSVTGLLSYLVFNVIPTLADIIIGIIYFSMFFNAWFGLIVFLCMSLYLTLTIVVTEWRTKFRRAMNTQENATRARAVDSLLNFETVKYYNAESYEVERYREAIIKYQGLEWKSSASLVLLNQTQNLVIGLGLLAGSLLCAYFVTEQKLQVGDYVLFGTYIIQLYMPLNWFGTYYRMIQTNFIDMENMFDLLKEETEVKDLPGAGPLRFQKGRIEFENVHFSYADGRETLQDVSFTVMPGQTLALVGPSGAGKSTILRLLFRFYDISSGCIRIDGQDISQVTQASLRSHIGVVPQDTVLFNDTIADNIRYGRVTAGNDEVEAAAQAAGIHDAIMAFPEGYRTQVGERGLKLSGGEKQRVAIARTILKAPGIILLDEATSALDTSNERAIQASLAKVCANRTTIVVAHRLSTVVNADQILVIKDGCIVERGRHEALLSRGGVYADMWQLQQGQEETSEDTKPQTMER
m5-HT2A agonist – mouse Htr2a agonists via beta-arrestin recruitment, primary screen, cell-based, luminescence; activation, % at 7.6 µM; 360,000 compounds, 0.66% hits; CHO-K1 mHTR2A beta-arrestin complementation; percent of 30 µM serotonin response; AID 624169, 2012;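 active = activation above a run cutoff, the mean activation of all tested compounds plus 3 SD, cut at about 14% in these data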;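 also: 0% = plate median of compound wells and 100% = 30 µM serotonin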
PDI turbidity – inhibitors of human PDI, primary screen, biochemical, turbidity, single point, plate reader; PDI insulin aggregation turbidity, A650, 90 min; inhibition, % at 10 µM; 350,000 compounds, 0.052% hits; AID 588391, 2011;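 active = mean inhibition across replicates of 30% or more, whatever share of single replicates reach that level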;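 also: absorbance from insulin aggregation driven by PDI reduction with DTT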
* hit, by the source's call; . = not tested or not shown.

The opening five compounds as a preview:
SMILES | N-glyco inh | CaV13 FRET inh | hiPSC survival | Vif imaging | aDG glyco act | Cardio protect | Exocytosis inh | ABCB6 inh 2 | m5-HT2A agonist | PDI turbidity
COc1ccccc1N/N=C/c1ccc2c(c1)OCO2 | -2 | 3 | 1.4 | -4 | -0.1 | -4 | 2 | 115 | 0 | 2
O=C(c1cc(-c2ccco2)nc2ccccc12)N1CCN(c2ccc(F)cc2)CC1 | -1 | -6 | -1.6 | 1 | -0.2 | 0 | 9 | 96 | -2 | 0
Cc1ccc(S(=O)(=O)c2nc(C)oc2N2CCOCC2)cc1 | 2 | -11 | 5.0 | 7 | -0.3 | -4 | -8 | 97 | 2 | 9
COc1ccc(N2C(=O)c3ccccc3NC2c2cccnc2)cc1 (stereo unspecified) | 1 | 4 | 0.1 | 1 | -0.1 | 6 | -2 | 100 | -3 | 2
COc1ccc(C(=O)N[C@H](C(=O)Nc2cccc(S(=O)(=O)N3CCOCC3)c2)C(C)C)cc1 | -2 | -6 | -1.7 | 2 | -0.3 | -3 | -1 | 89 | 10 | 22

The whole of this part, from the first entry:
SMILES | N-glyco inh | CaV13 FRET inh | hiPSC survival | Vif imaging | aDG glyco act | Cardio protect | Exocytosis inh | ABCB6 inh 2 | m5-HT2A agonist | PDI turbidity
COc1ccccc1N/N=C/c1ccc2c(c1)OCO2 | -2 | 3 | 1.4 | -4 | -0.1 | -4 | 2 | 115 | 0 | 2
O=C(c1cc(-c2ccco2)nc2ccccc12)N1CCN(c2ccc(F)cc2)CC1 | -1 | -6 | -1.6 | 1 | -0.2 | 0 | 9 | 96 | -2 | 0
Cc1ccc(S(=O)(=O)c2nc(C)oc2N2CCOCC2)cc1 | 2 | -11 | 5.0 | 7 | -0.3 | -4 | -8 | 97 | 2 | 9
COc1ccc(N2C(=O)c3ccccc3NC2c2cccnc2)cc1 (stereo unspecified) | 1 | 4 | 0.1 | 1 | -0.1 | 6 | -2 | 100 | -3 | 2
COc1ccc(C(=O)N[C@H](C(=O)Nc2cccc(S(=O)(=O)N3CCOCC3)c2)C(C)C)cc1 | -2 | -6 | -1.7 | 2 | -0.3 | -3 | -1 | 89 | 10 | 22
CC(=O)c1c(C)[nH]c(C(=O)OCC(=O)N(CC(C)C)C2CCS(=O)(=O)C2)c1C (stereo unspecified) | 4 | . | -0.3 | 2 | 0.0 | 6 | 4 | 95 | 3 | -6
CC1CCN(C(=O)Cn2cc(C(=O)C3CC3)c3ccccc32)CC1 | 0 | . | 12 | -4 | -0.1 | 0 | -6 | 102 | -3 | 5
COc1ccc(C)cc1NS(=O)(=O)c1cn(C)c(=O)n(C)c1=O | 2 | 2 | -3.2 | 18 | 0.1 | 15 | -2 | 101 | 0 | .
Cc1ccc(C(=O)NCC(=O)OCC(=O)c2cc(C)n(Cc3ccco3)c2C)cc1 | 1 | -3 | 1.8 | -4 | -0.1 | -1 | 2 | 98 | -2 | -2
CCOC(=O)C1CCCN(CC(=O)Nc2c(C(=O)OC)[nH]c3ccc(C)cc23)C1 (stereo unspecified) | 0 | -4 | -0.9 | 4 | 0.1 | 4 | 1 | 90 | 4 | -9
CCc1csc(CCNC(=O)C2CCC(=O)N(CCOC)C2)n1 (stereo unspecified) | 0 | -5 | 0.1 | -2 | 0.1 | 2 | 0 | 102 | 3 | 20
NS(=O)(=O)c1ccc(CCNC(=O)CN2CCN(Cc3cccc4ccccc34)CC2)cc1 | -1 | -4 | 3.2 | -3 | 0.2 | 0 | 14 | 91 | -4 | -6
Cc1ccc(NC(=O)C2CCN(C(=O)[C@@H]3Cc4ccccc4CN3)CC2)cc1 | 0 | -15 | -0.2 | -7 | 0.1 | 9 | 5 | 87 | -3 | -1
Cc1ccc(-n2nc3c(=O)n(CCCC(=O)NC4CCC(C)CC4)nc(C)c3c2C)cc1 (stereo unspecified) | 2 | -2 | -0.3 | -2 | 0.5 | -4 | -1 | 94 | 6 | 3
O=C(Nc1ccc(-c2nc3ncccc3o2)cc1)c1ccc(Br)o1 | 5 | -5 | -0.6 | . | 0.8 | 11 | 4 | 87 | 7 | 2
CC1(C)CC(=O)C=C(c2ccc(I)cc2)C1 | 2 | -4 | -2.6 | -1 | -0.3 | -1 | -5 | 99 | 3 | -1
O=C(Nc1cccc(-c2nnc(-c3ccccc3)o2)c1)c1ccco1 | 1 | . | -0.7 | -3 | 0.2 | 25 | 0 | 98 | 3 | 7
COc1cc(Cl)c(S(=O)(=O)NCCCN2CCOCC2)cc1Cl | 0 | . | 6.9 | 15 | -0.1 | 8 | -1 | 100 | -3 | -2
CC(C)Nc1nc(NC(C)C)nc(N(C#N)CCOc2ccc(Cl)cc2Cl)n1 | -5 | -8 | 0.6 | . | 0.4 | -18 | 6 | 106 | 3 | -1
COc1ccc(OC)c(S(=O)(=O)N2C(C)CCCC2C)c1 (stereo unspecified) | 0 | 1 | 1.2 | -5 | -0.4 | 6 | 3 | 88 | 2 | -2
Cc1ccc(Cn2nc(C)c3cc(C(=O)OCC(N)=O)sc32)cc1 | 0 | -6 | 0.7 | 3 | -0.1 | 14 | 1 | 116 | -2 | -1
Cc1ccc(S(=O)(=O)N2[C@@H](c3ccc(C(C)(C)C)cc3)C(C(=O)O)=CC[C@H]2c2ccc3c(c2)OCO3)cc1 | -4 | -5 | 0.5 | . | 0.0 | 16 | 10 | 100 | 7 | 2
O=C(NCc1cccs1)c1csc(COCCO)n1 | 1 | -8 | 0.3 | . | -0.3 | 2 | 4 | 98 | 5 | 8
O=C(CN1C(=O)c2ccccc2C1=O)NCC(=O)OCC(=O)c1cccc([N+](=O)[O-])c1 | 3 | -4 | -2.9 | 17 | -0.1 | 1 | 1 | 97 | -2 | 4
CCN(c1ccccc1)c1ncnc2c1cnn2-c1ccccc1 | 0 | -6 | -1.3 | -7 | -0.2 | 2 | -4 | 93 | 5 | -10
O=C(NCCO)/C(=C/c1ccco1)NC(=O)c1ccco1 | -1 | -4 | -0.2 | -6 | -0.1 | 2 | -2 | 101 | 4 | -4
OC(c1ccccc1)(c1ccccc1)C1CCN(CCCOc2ccc(F)cc2)CC1 | . | -7 | -0.3 | . | 0.5 | . | 8 | 100 | -8 | .
FC(F)(F)c1ccc(-n2cn[nH]c2=S)cc1 | -1 | -5 | -0.3 | -1 | -0.1 | 1 | 2 | 103 | -7 | -5
Cn1c(CSCc2ccccc2)nnc1SCC(=O)Nc1ccc(C(=O)O)cc1 | 1 | 0 | -0.9 | -7 | -0.3 | -8 | 0 | 93 | -2 | 4
CCc1nc2n(n1)C(O)c1cc([N+](=O)[O-])ccc1S2 (stereo unspecified) | -1 | -4 | -0.5 | 32 | 0.2 | -2 | 2 | 99 | 1 | 2
CCCCOCCCNC(=O)C[C@@H]1C[C@@]2(C(=O)OCC)CCCC=C2N(Cc2ccco2)C1=O | . | -3 | -1.0 | . | 0.0 | . | -4 | 97 | 0 | .
O=C(c1cccnc1)N1CCc2ccccc2C1 | 2 | -9 | 2.0 | 12 | 0.1 | 5 | 0 | 101 | 0 | -1
N#CCCC12CCCCC1=Nc1ccccc12 (stereo unspecified) | 4 | -5 | 0.7 | 5 | 0.0 | -1 | -2 | 84 | 0 | -6
Cc1[nH]n(-c2ccccc2)c(=O)c1-c1ccccc1 | 1 | . | 3.9 | -6 | 0.3 | 11 | 1 | 106 | 2 | 13
COc1cccc(-c2nc(CS(=O)(=O)CC(=O)NC3CCCCCC3)c(C)o2)c1 | 0 | -7 | -0.2 | -6 | 0.0 | -4 | 8 | 102 | -1 | 10
COc1cccc(/C=N/Nc2nc(N3CCCC3)nc(N3CCCC3)n2)c1O | 7 | -7 | 4.2 | -7 | -0.5 | 15 | -1 | 100 | -2 | -2
Cc1noc(C)c1S(=O)(=O)Nc1ccc2c(c1)C(=O)N([C@H](C)CO)C[C@H](C)[C@@H](CN(C)S(=O)(=O)c1ccc(F)cc1)O2 | 2 | -2 | 4.1 | 10 | -0.2 | 1 | 0 | 94 | -4 | -23
O=C(Cc1ccc(NC(=O)C2CCCN(C(=O)C3CC3)C2)cc1)Nc1ccc(C(=O)N2CCOCC2)cc1 (stereo unspecified) | 2 | -9 | -1.5 | . | 1.0 | -3 | -2 | 97 | 0 | 1
O=C1CC(SCCc2nc3ccccc3[nH]2)C(=O)N1c1ccc(F)cc1 (stereo unspecified) | -4 | -8 | 1.7 | 8 | 0.0 | -2 | -3 | 98 | 10 | -2
Cc1ccc2cc(NC(=O)c3ccccc3C)ccc2n1 | 0 | -19 | -0.3 | 6 | 0.1 | -13 | -6 | 100 | 2 | -6
CC1CN(C(=S)NC(=O)c2ccco2)CC(C)O1 (stereo unspecified) | 0 | -3 | 3.6 | 1 | -0.1 | 0 | 0 | 103 | -1 | -4
COc1cccc(C(O)c2nc(-c3cccc(C(C)C)c3)cs2)c1 (stereo unspecified) | -2 | -5 | 3.7 | -8 | -0.1 | -7 | -11 | 94 | -4 | -1
CCC(c1nnc(SCC(=O)Nc2ccc(NC(C)=O)cc2)n1Cc1ccccc1)N(C)C (stereo unspecified) | 2 | -7 | 0.0 | -7 | -0.1 | 4 | -5 | 97 | 0 | -2
Brc1ccc2nc(CSc3ncn[nH]3)cn2c1 | -2 | -5 | -2.2 | -5 | 1.3 | 0 | -2 | 91 | -2 | -7
CC(=O)c1ccc(N2CCN(C(=O)c3cc(-c4ccncc4)nc4ccc(Cl)cc34)CC2)cc1 | 3 | -5 | -0.4 | 7 | 0.2 | 49 | -10 | 98 | 15* | 0
CCN(CC)CCCNC(=O)C1CCCN(c2nnc(N3CCCC3=O)s2)C1 (stereo unspecified) | 7 | -6 | 0.3 | 2 | -0.3 | -1 | -1 | 100 | 5 | -14
O=C(O)c1ccc(/C=N/Nc2nc3ccccc3[nH]2)cc1 | 0 | -2 | -0.7 | -2 | 0.0 | 0 | -1 | 98 | 2 | 2
CC1CN(C(=O)COC(=O)/C=C/c2ccccc2)CC(C)O1 (stereo unspecified) | 1 | -13 | -1.3 | -2 | 0.1 | 0 | -6 | 97 | 1 | -5
N#Cc1nc(-c2ccco2)oc1NCCc1ccccc1 | 1 | . | -1.3 | -9 | 0.0 | 3 | 7 | 98 | -3 | -6
COc1cccc(C(=O)OCC(=O)NCC2CCCO2)c1 (stereo unspecified) | 2 | -6 | 0.6 | 0 | 0.0 | 0 | 5 | 88 | 5 | 9
O=C(NCc1cccnc1)c1cccc(Cl)c1 | 2 | . | 1.0 | . | 0.2 | 10 | 3 | 91 | -1 | -6
CCOC(=O)C(=O)Nc1ccc([N+](=O)[O-])cc1OC | 4 | -6 | -0.6 | 3 | 0.0 | -6 | 4 | 100 | -1 | -6
COc1ccc(C(C)(O)c2nc(-c3ccc(C)c(C)c3)cs2)cc1 (stereo unspecified) | 3 | -6 | 3.2 | -4 | -0.2 | -13 | 3 | 97 | 0 | 4

Source: PubChem (several laboratories)
